Assay outcomes from PubChem BioAssay.
PfGluPho inh: PfG6PD (Plasmodium falciparum) enzyme inhibition | PfGluPho enzyme, NADPH resazurin-diaphorase fluorescence | inhibition, % at 20 µM | 350,000 compounds, 0.78% hits | AID 504690;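 active = inhibition reaching at least a set limit at 20 µM in the primary screen, cut at about 59% in these data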;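 also: 0% = DMSO wells with substrate and 100% = DMSO wells lacking glucose-6-phosphate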
SENP1 FRET inh: inhibitors of human SENP1 SUMO protease catalytic domain; recombinant SENP1 catalytic domain, CyPet-SUMO1-YPet FRET cleavage; AID 624204; Q9P0U3; inhibition, % at 10 µM; 360,000 compounds, 0.21% hits;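 active = inhibition at least 30% at 10 µM, raw YFP signal under a set limit, fluorescence ratio 0.5 to 1.5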;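 also: 0% = enzyme with DMSO and 100% = no enzyme wells; some results filed as inactive read as strong as hits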
Target sequence (Q9P0U3 419-644 limits assumed): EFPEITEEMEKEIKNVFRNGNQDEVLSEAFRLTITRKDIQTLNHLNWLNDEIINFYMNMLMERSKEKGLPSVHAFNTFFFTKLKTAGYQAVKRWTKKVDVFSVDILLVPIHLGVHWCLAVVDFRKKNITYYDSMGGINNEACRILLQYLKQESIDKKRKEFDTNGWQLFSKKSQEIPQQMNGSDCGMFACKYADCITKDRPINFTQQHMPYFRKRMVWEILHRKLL
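material = recombinant human SENP1 catalytic domain, His6-tagged | quantity = 20 pM enzyme | reagent = 25 nM SUMO1 FRET substrate | compound dosing = 10 µM single point, 0.5% DMSO | timing = 50 min enzyme reaction, room temperature, light-protected | detection = FRET, CFP and YFP emission | control set = no-enzyme low, enzyme-DMSO high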
SENP8 block-1: inhibitors of human SENP8 protease | Q96LD8 | recombinant SENP8, Nedd8 substrate fluorescence | inhibition, % at 20 µM | 360,000 compounds, 0.64% hits | AID 602440; in the data active = inhibition mostly above about 40%, no sharp cut-off; inactive = mostly below about 27%
SENP6 block: SENP6 protease inhibition | Recombinant SENP6 catalytic domain, aminoluciferin luminescence | inhibition, % at 10 µM | Q9GZR1 | 330,000 compounds, 1.8% hits;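 active = inhibition above about 50% at the single tested dose, limit read from the data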;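 also: plate controls were DMSO wells with enzyme for no effect and DMSO wells lacking enzyme for full effect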
Target sequence (Q9GZR1 628-1112 limits assumed): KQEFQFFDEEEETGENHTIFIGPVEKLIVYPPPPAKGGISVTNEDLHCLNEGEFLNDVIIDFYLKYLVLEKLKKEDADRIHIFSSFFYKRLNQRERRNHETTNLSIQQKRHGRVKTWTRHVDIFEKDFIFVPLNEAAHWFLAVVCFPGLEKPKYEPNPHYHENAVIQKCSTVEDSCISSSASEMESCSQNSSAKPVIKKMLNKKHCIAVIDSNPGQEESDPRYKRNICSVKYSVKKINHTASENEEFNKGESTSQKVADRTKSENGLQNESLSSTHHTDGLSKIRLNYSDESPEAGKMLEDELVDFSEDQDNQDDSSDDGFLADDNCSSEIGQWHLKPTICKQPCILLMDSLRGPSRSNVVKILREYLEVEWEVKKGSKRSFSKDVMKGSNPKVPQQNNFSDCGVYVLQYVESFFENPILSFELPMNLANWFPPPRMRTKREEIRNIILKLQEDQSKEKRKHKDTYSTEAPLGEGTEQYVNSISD
Apaf-1 inh: inhibitors of human Apaf-1 apoptosome; O14727; reconstituted apoptosome caspase-3 activity, DEVD-Rh110 fluorescence; inhibition, % at 20 µM; 330,000 compounds, 0.71% hits; active = inhibition of at least 40% at 20 µM;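 also: plate controls were DMSO wells for no effect and DEVD-CHO caspase inhibitor wells for full effect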
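System: Apoptosome proteins | Medium: Hepes pH 7.5 with detergent and BSA | Also added: Cytochrome c trigger plus (Z-DEVD)2-Rh110 caspase-3 substrate | Incubation: 30 min compound preincubation, 50 min activation, room temperature | Detection: Rhodamine 110 fluorescence at Ex 480/Em 540 nm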
SENP7 inh: inhibitors of human SENP7 protease | recombinant SENP7, Z-RLRGG-aminoluciferin luminescence, 40 min | inhibition, % at 5 µM | 330,000 compounds, 1.5% hits | AID 434973;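 active = inhibition above about 50% at the single test dose, limit read from the data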;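 also: plate controls were DMSO with enzyme for no effect and no enzyme buffer wells for full effect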
Target sequence (Q9BQF6 706-1050 limits assumed): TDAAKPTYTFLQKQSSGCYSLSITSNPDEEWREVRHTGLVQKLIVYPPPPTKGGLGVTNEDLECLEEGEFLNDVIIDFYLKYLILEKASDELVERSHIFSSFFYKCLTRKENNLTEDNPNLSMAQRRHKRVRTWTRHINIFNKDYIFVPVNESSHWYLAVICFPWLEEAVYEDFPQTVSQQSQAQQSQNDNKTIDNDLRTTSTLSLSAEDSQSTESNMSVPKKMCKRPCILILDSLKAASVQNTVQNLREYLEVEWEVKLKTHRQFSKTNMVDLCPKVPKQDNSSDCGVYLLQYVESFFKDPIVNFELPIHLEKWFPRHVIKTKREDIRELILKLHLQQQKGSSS
SENP8 block-2: inhibitors of human SENP8 protease. Q96LD8. purified SENP8, Z-RLRGG-aminoluciferin cleavage, luminescence. inhibition, % at 10 µM. 330,000 compounds, 1.2% hits. AID 2540; in the data active = inhibition above about 50%
HKDC1 inh: blocks human hexokinase HKDC1 activity; 340,000 compounds, 0.16% hits; Q2TB90; recombinant HKDC1, G6PDH/diaphorase resazurin coupled fluorescence; inhibition, % at 20 µM;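 active = inhibition above about 35% when tested at 20 µM, limit read from the data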;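 also: plate controls were DMSO wells with enzyme for no effect and DMSO wells lacking enzyme for full effect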
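Assay system: in-house recombinant HK5 (HKDC1) enzyme. Input: HKDC1 at 5 µg/mL. Medium: Tris pH 8.0 buffer with MgCl2, Tween-20, BSA, BME. Dosing: single 20 µM dose. Schedule: 90 min reaction incubation at room temperature, dark. Signal: resazurin-to-resorufin fluorescence via G6PDH and diaphorase coupling, 525/613 nm. Controls: DMSO-enzyme wells negative, buffer-substituted wells positive.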
Numbers without * were called inactive; · = no result given.

entry | SMILES | PfGluPho inh | SENP1 FRET inh | SENP8 block-1 | SENP6 block | Apaf-1 inh | SENP7 inh | SENP8 block-2 | HKDC1 inh
1 | COc1ccc(CCC(C)Nc2ccc(F)cc2)cc1 (stereo not drawn) | 4 | 0 | 7 | 7 | -9 | 7 | -1 | -1
2 | Cc1c(NC(=O)Nc2ccc(Cl)c(Cl)c2)c(=O)n(-c2ccccc2)n1C | -4 | 3 | 14 | -13 | 2 | -1 | -7 | 0
3 | COc1ccc(OC)c(NC(=O)CSc2nnc(CNc3ccc(F)cc3)o2)c1 | 3 | -1 | 1 | -4 | 9 | 2 | 1 | 3
4 | O=C(CCN1CCN(Cc2ccccc2)CC1)NNC(=O)Cc1ccc(Cl)c(Cl)c1 | -16 | -2 | 12 | 3 | 1 | -2 | -15 | 14
5 | O=Cc1ccc(C(=O)OCC(=O)N2CCCC2)cc1 | 0 | 0 | 11 | -27 | -1 | 4 | -3 | 3
6 | Cc1ccc2nc(SCC(=O)NCc3ccccc3)nc(=O)n2c1 | 3 | 2 | -269 | 6 | 9 | 9 | -8 | 2
7 | O=C(CC1CCCCC1)NCCCN1CCOCC1 | 4 | 1 | 4 | 8 | -13 | 10 | -1 | -8
8 | Cc1cc(NC(=O)CSc2nc3c(C)cccc3cc2C#N)no1 | -2 | 20 | -12 | -5 | -2 | -3 | 17 | -4
9 | CCC1CCCCN1CCCCOc1cccc(Cl)c1 (stereo not drawn) | 4 | 1 | 21 | -32 | 0 | 6 | -2 | -5
10 | Cc1nn(Cc2ccc(Cl)cc2Cl)c(Cl)c1/C=C/C(=O)OCC(=O)NCC(F)(F)F | -12 | 0 | 7 | 11 | -4 | 15 | -2 | -5
11 | O=CN1CCN(C(C(=O)NC2CCCCC2)c2cc3c(cc2[N+](=O)[O-])OCO3)CC1 (stereo not drawn) | 2 | 1 | -39 | 14 | 14 | -9 | 2 | 0
12 | Cc1ccc(C(=O)NCc2cccnc2)cc1S(=O)(=O)Nc1ccccc1 | 8 | 1 | 2 | -24 | 3 | -2 | -3 | -10
13 | CC(=O)c1c(C)[nH]c(C(=O)OCc2c(F)cccc2Cl)c1C | -1 | 0 | 9 | 1 | 7 | 8 | 3 | -8
14 | Cc1n[nH]c(C)c1S(=O)(=O)N1CCC(C(=O)O)CC1 | -10 | -1 | 34 | -16 | 4 | 7 | -2 | -3
15 | O=C(NNS(=O)(=O)c1ccc(F)cc1)c1ccccc1 | -9 | 1 | 13 | 0 | -1 | -6 | 1 | -3
16 | CCOC(=O)c1ccccc1OCc1cc(/C=N/n2cncn2)ccc1OC | 12 | 3 | 4 | -6 | 14 | -5 | -5 | 4
17 | CC(C)CN1C(=O)C(=O)N(CC(=O)Nc2cc(Cl)ccc2Oc2ccccc2)C1=O | 9 | -2 | 4 | -22 | 11 | -2 | 4 | 6
18 | O=C(O)CCNS(=O)(=O)c1cccc(Br)c1 | 7 | 0 | 21 | -2 | -2 | 8 | -3 | -8
19 | CCN1CCN(C(=O)c2oc(=O)c3ccccc3c2-c2ccc(C)cc2)CC1 | 7 | 0 | -3 | 0 | -4 | -2 | 2 | -1
20 | C=CC[C@@H](CC(=O)OC(C)(C)C)C(=O)OC[C@@H]1CCCN1C(=O)[C@@H](CC=C)CC(=O)N[C@@H](CO)Cc1ccccc1 | -12 | 1 | 16 | -5 | 14 | 6 | 0 | -6
21 | COc1ccc(C(=O)NNC(=O)CCC(=O)Nc2cc(C)on2)cc1 | 2 | -1 | 13 | -4 | -3 | 6 | -4 | -7
22 | COc1ccc(C2C(C(=O)O)c3ccccc3C(=O)N2C)cc1Br (stereo not drawn) | -6 | 0 | 13 | -4 | -6 | -2 | 2 | -2
23 | CCOc1ccc(-c2csc3nc[nH]c(=O)c23)cc1 | -2 | -4 | 8 | 15 | 1 | 3 | 4 | -4
24 | COc1ccc(-c2cc3c(=O)n(CC(=O)Nc4ccc(Cl)cc4)nc(C)n3n2)cc1 | -2 | -22 | -6 | 13 | 4 | 1 | 2 | -8
25 | CCOc1ccc(S(=O)(=O)N2CCN(c3ccccc3F)CC2)c2cccnc12 | 2 | 17 | 8 | -4 | 15 | -8 | -2 | -5
26 | CC1CCN(Cc2c(C(=O)N3CCc4ccccc4C3)nc3ccc(Cl)cn23)CC1 | 1 | -5 | -4 | 3 | 19 | -6 | 9 | -5
27 | O=C(CSc1cccc[n+]1[O-])Nc1cc(S(=O)(=O)N2CCOCC2)ccc1Cl | -4 | 0 | 14 | -4 | 4 | 4 | -6 | -8
28 | Cn1cccc1/C=N/NC(=O)c1ccn[nH]1 | 6 | 3 | 14 | 15 | -7 | 9 | 5 | -9
29 | Cc1cc(C(=O)CS(=O)(=O)c2ccccc2)cc(C)c1O | -4 | 0 | 13 | -12 | 0 | -2 | -9 | -1
30 | Cc1nc2ccccc2nc(C)c1=NOCc1cccc(Cl)c1 | 11 | -5 | 4 | -4 | 17 | -5 | -2 | 2
31 | CCOc1ccc(N(CC(=O)NCCc2ccc(Cl)cc2)S(=O)(=O)c2c(C)[nH]c(=O)[nH]c2=O)cc1 | -12 | 0 | -2 | 8 | 9 | 8 | 3 | -5
32 | COc1ccc(-c2noc(-c3ccc(Br)o3)n2)cc1 | 9 | 3 | -13 | 31 | -4 | 36 | 0 | -3
33 | CC(C)(C)c1ccc(-c2nnc3sc(-c4ccccn4)nn23)cc1 | 54 | -1 | -14 | -7 | -1 | -7 | -3 | -7
34 | CC(=O)c1ccc(OC(=O)c2cccs2)cc1 | -12 | 7 | 9 | -14 | -10 | 7 | -24 | -7
35 | O=C(Nc1ccc(Nc2ccccc2)cc1)c1cccc(F)c1 | 24 | -1 | 21 | 7 | 5 | 19 | -4 | -2
36 | Cc1nc(Cl)cc(N/N=C/c2ccccc2)n1 | 1 | 2 | 14 | 9 | 1 | 5 | -4 | 1
37 | Cc1cccc(NC(=S)NCCc2c[nH]c3ccccc23)c1 | 18 | -2 | 3 | -8 | 3 | 0 | -3 | -10
38 | CCCc1nnc(NC(=O)CCC(=O)N2CCN(Cc3cc(Cl)ccc3OC)CC2)s1 | -29 | -2 | 16 | 3 | 16 | 12 | -1 | -2
39 | Cn1c(C(=O)NCCN2CCOCC2)cc2c(=O)n(C)c3ccccc3c21 | 22 | 0 | -106 | 5 | 1 | 6 | -11 | 3
40 | O=C(COC(=O)c1ncc(Cl)c(Cl)c1Cl)NCCc1ccccc1 | -11 | 2 | -1 | 1 | 5 | -9 | 1 | -3
41 | CSc1ccc(S(=O)(=O)N2CCC(C(=O)NCCc3ccccc3)CC2)cc1 | 7 | 0 | 12 | -8 | 8 | 13 | -10 | -6
42 | CCc1cccc2c(C(=O)COC(=O)c3nn(C)c(=O)c4ccccc34)c[nH]c12 | 4 | 1 | 15 | -10 | 19 | 9 | -11 | 0
43 | O=C(COc1ccccc1Cl)Nc1nc(-c2cccs2)cs1 | -2 | 1 | -9 | -12 | 5 | -2 | 0 | -3
44 | CC(=O)c1cccc(NC(=O)c2cc(-c3ccc(C)cc3)on2)c1 | 0 | 1 | -4 | -12 | -12 | -4 | -11 | -6
45 | O=C(CSc1nnnn1C1CCCC1)NCc1cccs1 | -31 | 3 | 0 | -12 | 1 | 5 | -6 | -13
46 | CCc1ccc(OCC(=O)N2c3ccccc3CCc3ccccc32)cc1 | 5 | 0 | 6 | -18 | 25 | 2 | -3 | 16
47 | CC(=O)c1c(C)[nH]c(C(=O)OCC(=O)Nc2ccc3[nH]c(=O)[nH]c3c2)c1C | 6 | -12 | -63 | 2 | -19 | 2 | 4 | 5
48 | CC1CCCCC1NC(=O)CN1C(=O)NC(Cc2ccccc2)(Cc2ccccc2)C1=O (stereo not drawn) | 0 | 4 | 10 | 3 | -2 | -3 | 0 | 2
49 | O=C(Cc1cccc2ccccc12)NCCC1=CCCCC1 | 6 | -3 | -5 | -7 | 15 | 5 | 5 | -7
50 | O=C(Cc1c(F)cccc1Cl)N1CCN(C(=O)c2ccco2)CC1 | 13 | 0 | 10 | -2 | -20 | -7 | -5 | -6
51 | O=C(Nc1c2c(nn1-c1ccc(F)cc1)CS(=O)C2)C12CC3CC(CC(C3)C1)C2 (stereo not drawn) | -28 | 1 | 10 | -11 | 0 | -2 | -3 | -1
52 | COc1cc(/C=C(\C#N)c2ccccn2)ccc1OCC(=O)Nc1ccc(Br)cc1 | -8 | 2 | 5 | -13 | 10 | -7 | -9 | -8
53 | COc1ccc(C(=O)NC2CCN(C(=O)Nc3ccccc3Cl)CC2)cc1 | -9 | 0 | -24 | -5 | -1 | 4 | -6 | -9
54 | Cc1ccc2cc(CN(Cc3nnnn3C3CCCC3)C3CCCCC3)c(=O)[nH]c2c1C | -11 | 5 | 6 | · | · | · | · | 2
55 | Cc1ccc(-c2nnnn2C2C/C(=N\NC(N)=S)C3OCC2O3)cc1 (stereo not drawn) | 15 | 0 | 5 | -13 | -1 | 1 | -5 | -3
56 | O=C(CSc1nnc2ccccn12)NC(=O)NC1CCCC1 | -17 | 2 | 1 | -7 | -3 | -5 | -1 | 6

Continued:
entry | SMILES | PfGluPho inh | SENP1 FRET inh | SENP8 block-1 | SENP6 block | Apaf-1 inh | SENP7 inh | SENP8 block-2 | HKDC1 inh
57 | Cn1c(-c2ccccc2)nc2cnccc21 | -1 | -1 | 24 | -10 | -27 | 0 | 3 | -5
58 | COc1ccc(Cl)cc1N(CC(=O)N1CCCC1)S(C)(=O)=O | -8 | 2 | 4 | -20 | -4 | -5 | -5 | 0
59 | O=c1[nH]c(CN2CCN(S(=O)(=O)c3ccc(Cl)cc3)CC2)nc2cc(Cl)ccc12 | 4 | -59 | -29 | -14 | 14 | -9 | -7 | 10
60 | COc1ccc(N2CCN(C(=O)COC(=O)COc3cccc(C(F)(F)F)c3)CC2)cc1 | 13 | -7 | -1 | -13 | -9 | 2 | 5 | 3
61 | CC1CN(C(=O)c2ccc(N3CCCCC3)c([N+](=O)[O-])c2)CC(C)O1 (stereo not drawn) | -25 | 3 | -1 | 6 | -6 | 7 | -3 | 8
62 | CCOC(=O)c1nn(-c2ccc(Cl)cc2)cc1O | 9 | -1 | -186 | -7 | 7 | -1 | -16 | -5
63 | O=Cc1coc2c(ccc3ccccc32)c1=O | · | · | · | -21 | 29 | -8 | -6 | ·
64 | Cc1ccc(-n2c(SCC(=O)Nc3ccc4cn[nH]c4c3)nnc2-c2ccco2)cc1 | -2 | -2 | 20 | -19 | 14 | -6 | -6 | 0
65 | COc1ccc(S(=O)(=O)Nc2cc(C)cc(C)n2)c2ccccc12 | -23 | 4 | -237 | -5 | 15 | 0 | 2 | 11
66 | COc1ccc2[nH]c3c(=O)n(Cc4ccc(C(=O)NCC5CCCO5)cc4)c(=S)[nH]c3c2c1 (stereo not drawn) | 52 | -1 | -295 | 0 | -19 | 2 | -7 | 0
67 | NS(=O)(=O)c1cccc(NC(=O)Nc2ccccc2)c1 | -2 | -1 | 10 | -6 | 5 | 5 | -2 | 4
68 | COCC(COCCCNC(=O)Nc1ccc(Br)cc1)OC (stereo not drawn) | -8 | -1 | 8 | -15 | 4 | 0 | -15 | -7
69 | CCOC(=O)Cn1c(CN2CCOCC2)nc2c1c(=O)[nH]c(=O)n2C | -23 | 2 | 12 | -14 | 5 | -8 | 2 | -3
